PKA-R1A activ: PKA-R1A complex activation; 340,000 compounds, 0.083% hits; activation, % at 11.4 µM; AID 504707; PKA-R1A dissociation, Cy5-IP20 fluorescence polarization; scaled: DMSO 0%, 113 µM cGMP 100%;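 active = percent activation above the mean of all tested compounds plus 3 SD, cut at about 19% in these data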;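 also: higher means more PKAc released from R1A so a rise in polarization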
MITF act: activators of MITF-driven TRPM1 promoter activity in SK-MEL-5 cells; activation, % at 12.5 µM; SK-MEL-5 TRPM1-promoter luciferase, 24 h; % of positive control, neutral wells = 0; AID 588334; 300,000 compounds, 0.75% hits;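 active = mean activation of at least 80% with every replicate also reaching 80%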;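 also: 0% = neutral control wells and 100% = parthenolide positive control wells; values of inactives mirror those of a sister screen read the other way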
NSD2 HMT inh: blocks human histone methyltransferase NSD2 | 310,000 compounds, 0.54% hits | NSD2 peptide methylation, AlphaScreen, 120 min | O96028 | inhibition, % at 12.5 µM | AID 743445; in the data active = inhibition above about 50%
CDK5 p35 inh: blocks human CDK5/p35 kinase activity. Q00535+Q15078. Recombinant CDK5/p35, ADP-Glo luminescence, 60 min. inhibition, % at 10 µM. 330,000 compounds, 0.01% hits;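 active = highest replicate inhibition of at least 50% and at least 75% of replicates reaching 50%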;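 also: plate controls were DMSO neutral control for no effect and GW8510 at 10 µM for full effect; many of its hits are not listed in these tables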
Pemphigus Ab inh: human desmoglein-3 autoantibody binding inhibition | P32926 | DSG3-coupled beads, scFv-anti-DSG3-GFP binding, flow cytometry; stronger effect = lower value | binding (percent of control), % at 10 µM | 310,000 compounds, 0.48% hits | AID 588358;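 active = binding more than 3 SD below its plate's average and above zero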;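 also: hits lower antibody fragment binding to DSG3; some compounds called inactive have numbers as strong as hits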
SR-BI uptake up: enhances SR-BI lipid uptake from DiI-HDL | CHO ldlA[mSR-BI] cells, DiI-HDL uptake fluorescence, 3 h; 100 = double the neutral-control signal | 320,000 compounds, 0.096% hits | activation, % at 12.5 µM;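 active = mean replicate activation of at least 60% and every replicate at or above 60%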;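 also: 0% = median plate neutral-control signal and 100% = twice that signal; values of inactives mirror those of a sister screen read the other way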
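system = CHO ldlA[mSR-BI] cells, LDL receptor-null, SR-BI overexpressing | medium = Ham's F12 with 0.5% BSA, HEPES 25 mM, pH 7.4 | probe or stimulus = DiI-HDL 10 µg/mL | compound dosing = single-point compound dose | incubation = compound exposure 3 h, 37 °C | technique = DiI fluorescence, bottom read | read-out = cell-associated DiI fluorescence as measure of HDL uptake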
dFosB activator: activators of mouse delta FosB homodimer; P13346; purified delta FosB, TAMRA-CDK5 oligo fluorescence polarization; percent of positive-control signal above neutral wells; activation, % at 25 µM; 340,000 compounds, 0.99% hits;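 active = mean activation above about 17%, with every replicate also reaching it, limit read from the data, passing the limit was not always enough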;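 also: fluorescence polarization rise as delta FosB binds a TAMRA Cdk5 AP-1 oligo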
PKA-R2B act: PKA-R2B complex activation. PKA-R2B holoenzyme dissociation, Cy5-IP20 fluorescence polarization; R2B truncated from residue 108, S112A mutant; 0% DMSO only, 100% 113 µM cGMP. activation, % at 11.4 µM. 340,000 compounds, 0.079% hits. AID 504700;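 active = activation above a cutoff set at the mean over all compounds plus 3 SD, cut at about 18% in these data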;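 also: higher means more holoenzyme dissociation and a rise in polarization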
Target sequence (P31323 whole entry, looked up, other chains not shown, the tested form may be a part): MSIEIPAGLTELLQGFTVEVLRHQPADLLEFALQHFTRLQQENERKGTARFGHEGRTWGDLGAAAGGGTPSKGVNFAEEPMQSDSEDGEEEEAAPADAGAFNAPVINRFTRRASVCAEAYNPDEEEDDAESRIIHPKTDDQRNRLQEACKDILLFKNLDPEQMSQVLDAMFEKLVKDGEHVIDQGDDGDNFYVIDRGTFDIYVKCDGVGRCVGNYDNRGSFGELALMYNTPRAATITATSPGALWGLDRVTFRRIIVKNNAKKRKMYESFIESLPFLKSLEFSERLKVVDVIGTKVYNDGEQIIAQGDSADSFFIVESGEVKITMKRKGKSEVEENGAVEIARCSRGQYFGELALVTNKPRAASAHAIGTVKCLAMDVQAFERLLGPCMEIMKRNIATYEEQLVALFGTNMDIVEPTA
Arrestin-AP2 inh: blocks beta-arrestin peptide binding to AP2 adaptin. inhibition, % at 10 µM. FITC-arrestin peptide / GST-AP2 beads, flow cytometry; AP2 beta2 appendage carries R879A mutation. AID 504490. 340,000 compounds, 0.31% hits;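 active = inhibition above a set limit, near 3 SD of compounds lacking own fluorescence, cut at about 54% in these data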;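 also: plate controls were DMSO wells for no effect and 5 µM unlabelled arrestin peptide for full effect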
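Material – GST-tagged AP2 beta2-adaptin appendage (R879A) on 4 µm glutathione beads · Probe or stimulus – fluorescein-tagged arrestin peptide at 50 nM final · Timing – 12 min plus 1 h, RT · Detection – bead flow cytometry, FITC channel · Read-out basis – inhibition as reduced fluorescein signal on beads, percent · Medium – PBS plus Tween 20 (0.05%) and BSA (0.1%)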
SR-BI DiI inh: blocks mouse SR-BI lipid uptake from DiI-HDL; ldlA[mSR-BI] CHO cells, DiI-HDL uptake fluorescence, 3 h; inhibition, % at 12.5 µM; 320,000 compounds, 0.96% hits; AID 488896;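 active = mean replicate inhibition of at least 70% and a set share of replicates each scoring 70 or more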;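 also: 0% = median of neutral control wells and 100% = median of positive control wells; values of inactives mirror those of a sister screen read the other way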
Target sequence (Q61009 whole entry, looked up): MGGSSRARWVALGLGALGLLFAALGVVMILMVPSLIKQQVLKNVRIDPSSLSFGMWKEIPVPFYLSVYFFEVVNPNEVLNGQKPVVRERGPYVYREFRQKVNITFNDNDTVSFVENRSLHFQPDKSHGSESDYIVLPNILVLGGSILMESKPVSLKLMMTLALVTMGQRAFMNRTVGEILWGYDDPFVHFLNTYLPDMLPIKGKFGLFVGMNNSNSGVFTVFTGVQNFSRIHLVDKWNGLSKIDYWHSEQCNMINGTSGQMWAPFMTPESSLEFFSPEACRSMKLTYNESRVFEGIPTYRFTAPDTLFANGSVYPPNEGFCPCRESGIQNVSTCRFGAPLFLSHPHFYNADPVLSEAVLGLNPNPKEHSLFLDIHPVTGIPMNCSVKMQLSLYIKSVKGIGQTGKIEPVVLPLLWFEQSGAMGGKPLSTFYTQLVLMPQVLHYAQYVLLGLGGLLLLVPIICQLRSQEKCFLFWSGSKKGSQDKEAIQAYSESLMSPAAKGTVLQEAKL
Mot1-301 SUMO: inhibitors of SUMOylation pathway: yeast Mot1-301 growth rescue; S. cerevisiae Mot1-301 growth rescue, ATP luminescence, 38.5C; percent above DMSO median, 100 means doubled; growth rescue, % at 18.8 µM; 320,000 compounds, 1% hits; AID 2716;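 active = every valid replicate shows activation above 250% relative to neutral control wells; inactive = the rest, any valid replicate at or below 250%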;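 also: OY570 slx delta 5 strain wells were the positive control but not used for scaling; some compounds called inactive have numbers as strong as hits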
An asterisk follows results filed as active; / = not tested or not shown.

SMILES	PKA-R1A activ	MITF act	NSD2 HMT inh	CDK5 p35 inh	Pemphigus Ab inh	SR-BI uptake up	dFosB activator	PKA-R2B act	Arrestin-AP2 inh	SR-BI DiI inh	Mot1-301 SUMO
COc1ccccc1/C=C/C=N/NC(=O)CN1CCN(Cc2ccccc2)CC1	-6	-3	6	1.1	/	-69	-7	4	-7	69	-1
Clc1cccc(CNCCCSc2ncccn2)c1	-12	11	28	-0.1	112	7	3	6	-21	-7	17
CCN(C(=O)COC(=O)c1ccccc1O)c1nc2ccccc2s1	4	14	-1	0.9	103	-3	1	-1	1	3	34
CN(C)S(=O)(=O)NCC1CCCN(Cc2ccc(-c3ccccc3)cc2)C1 (configuration not stated)	0	-3	2	-0.8	105	-11	-7	2	-4	11	0
CSCCC(NC(=O)c1ccc([N+](=O)[O-])cc1Cl)C(=O)OC(C)C(=O)NCc1ccco1 (configuration not stated)	-4	5	-1	-1.1	99	-9	-6	-15	3	9	-29
CCOC(=O)c1cccc(NC(=O)Cn2cc3c(n2)CCC(C)C3)c1 (configuration not stated)	-10	-8	/	1.7	105	-10	4	-8	2	10	55
Cc1ccc(C2=C(CC(=O)O)C(=O)CC2)cc1	-12	-11	-2	0.9	99	24	-3	-3	-7	-24	19
Cc1cccc2c(=O)cc(C)n(CC(=O)N3CCOCC3)c12	5	3	-1	-0.8	110	/	-6	-10	-5	/	517
COc1ccc(NC(=O)Nc2ccc(C(C)C)cc2)cc1	-5	21	-2	-1.4	89	5	3	-5	-14	-2	161
CCn1c(=O)n(CC)c2cc(S(=O)(=O)Nc3c(C)cccc3C)ccc21	1	7	/	2.1	100	-17	-4	-3	11	17	-16
CNC(=S)N/N=C/c1cccc(OCc2ccccc2F)c1	-13	25	-1	1.0	95	-27	-7	-4	0	27	152
CCCn1c(SCC(=O)c2cc(OC)ccc2OC)nnc1C(C)C	-3	6	-2	0.6	91	-5	-1	2	8	5	/
CN(C)S(=O)(=O)c1ccc(Cl)c(C(=O)NCc2ccco2)c1	-9	2	-5	1.5	100	9	1	-2	7	-9	11
CCCn1nnnc1NCc1cccc(OC)c1OC	3	/	0	0.0	95	15	-7	2	39	-15	-4
CCOc1ccc(-c2cc(C(=O)O)c3ccccc3n2)cc1	6	/	0	0.2	95	-10	1	1	3	10	-1
CC1CCCN(S(=O)(=O)c2ccc(NC(=O)[C@@H]3CCCN3C(=O)c3cccs3)cc2)C1 (some centres not stated)	10	6	2	-3.6	98	8	-6	-4	-6	-8	-7
COCC(C)N1CCC(n2nccc2NC(=O)c2ccc3c(c2)OCO3)CC1 (configuration not stated)	-4	-9	3	-0.1	100	17	-7	4	-8	-17	-2
C[C@H](CO)N1C[C@H](C)[C@@H](CN(C)C(=O)Nc2ccccc2)Oc2c(cccc2N(C)C)C1=O	-3	-2	/	0.5	93	7	-7	-1	2	-7	-2
O=C(c1ccccc1F)N(Cc1ccc2c(c1)OCO2)Cc1cc2cc3c(cc2n2nnnc12)OCO3	9	-5	0	0.0	97	/	-1	-2	13	72*	-1
COc1c(/C=N/NC(N)=S)c(C)nn1-c1ccccc1	-1	-7	0	-2.4	111	-35	-8	-1	0	35	-15
c1ccc(COc2ccccc2CNC23CC4CC(CC(C4)C2)C3)cc1	-4	-5	-7	0.6	102	18	-5	-14	-7	-18	-20
COc1cccc(NC(=S)NN2CCN(C)CC2)c1	-6	/	3	1.7	100	44	6	1	-5	-44	4
CCc1c(O)nc(SCC(=O)N2CCOCC2)n(-c2ccccc2)c1=O	-8	-8	-4	-0.7	104	14	-3	-8	-1	-14	-3
CCN(CC)/C(=N/O)NC(=O)NS(=O)(=O)c1ccc(C)cc1	-3	2	-1	1.6	109	25	2	-9	4	-25	13
Cc1ccc(-c2nc(N/N=C/c3ccccc3[N+](=O)[O-])c3ccccc3n2)cc1	-2	61	-1	-0.2	94	-87	0	-3	6	87*	/
CC(C(=O)Nc1ccc([N+](=O)[O-])cc1)N1CCN(C/C=C/c2ccccc2)CC1 (configuration not stated)	-5	7	7	1.0	122	26	-10	5	1	-26	95
COCCN(C(=O)COC(=O)C1(c2ccccc2)CC1)c1c(N)n(CC(C)C)c(=O)[nH]c1=O	-4	6	0	0.0	106	3	-2	-2	-15	-3	-7
O=C(O)CCCC(=O)Nc1ccc(Br)cc1C(=O)O	-2	/	/	-1.6	112	12	5	-2	2	-12	19
O=c1c(C=NCc2cccnc2)c(C(F)(F)F)[nH]n1-c1nc2ccccc2s1	-5	6	0	3.8	98	4	-12	-13	19	-4	-7
Cc1cc(Br)cc(Br)c1OCC(=O)NNC(=O)c1ccoc1C	2	-10	0	0.9	114	-10	-7	7	-3	10	315
Oc1cccc(CCC2CCCCN2Cc2cn[nH]c2-c2ccc3c(c2)OCO3)c1 (configuration not stated)	-3	10	6	2.1	102	-14	-2	-8	-1	14	-14
O=S(=O)(NC1CCCCC1)c1ccc(F)c2ccccc12	-6	7	-3	1.2	97	6	-1	-5	42	-6	10
Cc1cc2c3nonc3ccc2n1-c1ccccc1	-2	/	1	-1.9	99	-35	4	-13	1	35	9
COc1ccc(-c2cn(CC3CCCCC3)nn2)cc1	-8	88*	/	-0.3	103	-10	3	-4	25	10	230
Cc1ccc(-c2nc3ccc(NS(=O)(=O)c4ccccc4)cc3[nH]2)o1	-3	50	0	0.7	102	4	2	0	7	-4	6
CCOc1cc(/C=N/NC(=O)CSc2cccc3cccnc23)ccc1O	-4	3	-1	-7.0	109	-14	-15	2	1	14	-19
COc1cccc(OC)c1C(=O)Nc1nc2ccc(S(C)(=O)=O)cc2s1	-2	-3	2	-1.6	95	/	-12	-13	-25	/	10
O=C1CSC(c2cccc(F)c2)N1c1ccccc1F (configuration not stated)	-11	8	-7	-1.5	/	22	-7	11	45	-22	1
Cc1c(OCC(N)=O)ccc2c(-c3ccccc3)cc(=O)oc12	-1	6	/	-0.5	92	-37	-11	12	9	37	43
CC(C)CCN(CC(=O)NC1CCCC1)C(=O)C(=O)Nc1ccc2c(c1)OCCO2	-4	/	0	-4.2	116	/	-6	2	10	/	85

Looked up by compound from the entries so far:
SMILES	PKA-R1A activ	MITF act	NSD2 HMT inh	CDK5 p35 inh	Pemphigus Ab inh	SR-BI uptake up	dFosB activator	PKA-R2B act	Arrestin-AP2 inh	SR-BI DiI inh	Mot1-301 SUMO
O=C1CSC(c2cccc(F)c2)N1c1ccccc1F (configuration not stated)	-11	8	-7	-1.5	/	22	-7	11	45	-22	1
Cc1ccc(-c2nc3ccc(NS(=O)(=O)c4ccccc4)cc3[nH]2)o1	-3	50	0	0.7	102	4	2	0	7	-4	6

Additional entries
SMILES	PKA-R1A activ	MITF act	NSD2 HMT inh	CDK5 p35 inh	Pemphigus Ab inh	SR-BI uptake up	dFosB activator	PKA-R2B act	Arrestin-AP2 inh	SR-BI DiI inh	Mot1-301 SUMO
Cn1cccc1C(=O)C(=O)Nc1ccccc1	-10	21	/	4.3	94	14	6	-4	4	-14	-6
COC(=O)c1[nH]c2cc(OC)ccc2c1N	3	-17	6	1.6	98	-3	-2	-3	-3	3	/
NC1=NC(=O)C(c2ccccc2)C(=O)N1 (configuration not stated)	6	-5	0	-0.4	122	-1	6	1	-5	1	/
O=C(NCc1cccc(Cl)c1)C1CCC(=O)N(C2CC2)C1 (configuration not stated)	4	4	-4	0.7	/	22	2	0	18	-22	-13
Cc1ccc(N(CC(=O)NC(C)(C)C)C(=O)CCC(=O)Nc2nccs2)cc1C	1	/	1	-1.6	113	10	-14	-8	15	-10	102
CC1CCCCN1S(=O)(=O)c1ccc(C(=O)N2CCOCC2)cc1 (configuration not stated)	9	8	7	-1.9	/	/	-5	-1	14	/	-6
CCOc1ccccc1NC(=O)CSc1nccn1-c1ccccc1	-4	/	/	-0.3	102	26	2	-3	3	-26	7
C[C@@H](C(=O)Nc1nc2ccccc2s1)N1C(=O)C2CC=CCC2C1=O (some centres not stated)	-3	2	2	-3.3	107	-12	-9	2	-4	12	69
O=C(NCCc1ccc(F)cc1)c1cc(=O)c2ccccc2o1	-5	0	-1	-1.0	102	29	0	2	11	-29	-1
COC(=O)c1sc(S(=O)(=O)N2CCC(C(=O)O)CC2)c(C(=O)OC)c1C	0	/	1	-1.7	/	44	0	3	9	-44	-12
Nn1c(Cc2cccc3ccccc23)nnc1SC1CCOC1=O (configuration not stated)	-10	-2	0	-2.1	105	-4	2	7	-1	4	-11
COc1cc(C(F)(F)F)nc(-c2ccccn2)n1	-10	2	0	1.9	96	10	2	-2	-10	-10	-8
CC(C)Nc1nc(Cl)nc(NC2CCCCC2)n1	-5	/	-4	1.9	120	-3	-6	-1	45	3	-5
COc1ccc(CNC(=O)CN2C(=O)C(C)N(c3ccc(C)cc3)C2=O)cc1 (configuration not stated)	7	-2	0	1.1	99	15	-2	2	-2	-15	/
O=C(CN(Cc1ccccc1)S(=O)(=O)c1ccc(F)cc1)NCc1ccncc1	-6	8	-7	-1.1	91	3	-11	1	19	-3	106
CNc1cnn(-c2ccc(C)cc2)c(=O)c1Sc1ccc(C)cc1	-3	-13	0	0.6	93	-70	-8	4	18	70*	2
CC1(C)CC(C(=O)NCCC(c2ccccc2)c2ccco2)CCO1 (configuration not stated)	7	7	0	0.5	108	-9	-3	14	34	9	/
C/C(=N\NC(=O)c1cc(C)nc2ccccc12)c1ccncc1	-3	1	-2	0.9	100	16	-3	9	48	-16	-5
COC(=O)c1[nH]c2ccc(C)cc2c1NC(=O)CN1CCN(C(=O)c2ccccc2)CC1	-5	-15	-1	1.5	102	4	-2	-1	-10	-4	-5
COc1ccc(CCNC(=O)C2CC(=O)N(c3ccc(Br)cc3)C2)cc1OC (configuration not stated)	-2	-7	-2	-0.7	100	-14	-1	4	-10	14	288
COc1ccc(OC)c(-c2c(=O)n(OCc3ccccc3Br)c3ccccc3[n+]2[O-])c1	-6	-13	5	/	94	-19	-1	-6	-6	19	-6
